Screens as filed in PubChem.
Lipid storage S3 – qHTS Assay for Lipid Storage Modulators in Drosophila S3 Cells; actives 0.64% (n = 320,000); AID 2685, 2010; Potency in µM for hits, for the others lipid storage change, negative = inhibition, % at the top dose, mostly 46.1 µM; Drosophila S3 cells, BODIPY lipid droplet fluorescence, 18-24 h; cells fed with added oleic acid; active = well fitted inhibition curve with a large enough effect in the signal ratio, with a control signal flat, not every such curve was filed as active; inconclusive = small, poorly fitted or top-dose-only effect, or effect the other way, or a change in a side signal; the % refers to the signal ratio
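Laser-scanning cytometry quantifies lipid droplet accumulation (500–530 nm total intensity; droplet/cell object ratio) in oleic acid-fed (400 uM added) Drosophila S3 cells treated with a concentration series. 20 uM Triacsin C defined 100% inhibition.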
Lipid storage S3 cell count max – recorded beside Lipid storage S3, whose call it bears; cell number change, %; measured here: cell count max response;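 cells counted by Cell Tracker Red CMTPX staining in the red channel; peak over a dose series mostly up to 46.1 µM; percent activity relative to internal control wells on each plate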
The depositor's hits bear a star; i = inactive; u = inconclusive; x = not tested or not shown. % is set by controls: 0 for no effect and ±100 for the full control effect; potency is the fitted concentration of half-maximal effect.

Start of the data: the first six entries (preview)
Lipid storage S3,Lipid storage S3 cell count max,Structure
7.8%,0.6,N/C(=N\OC(=O)CCCOc1ccc(Cl)cc1Cl)c1ccncc1
u,x,O=C1Cn2c(nc3ccccc32)N1c1ccccc1F
u,x,c1cc2ccc3ccc(-n4cnnn4)c4ccc(c1)c2c34
20.5%,x,COc1ccc([C@@H]2[C@@H]3C(=O)N(C(C)(C)C)C(=O)[C@@H]3[C@]3(Cc4ccccc4)C(=O)N(c4cccc(Cl)c4)C(=O)N23)cc1
14.0%,-15.2,Cc1csc(NC(=O)C(C)N2C(=O)c3ccccc3S2(=O)=O)n1 (stereo unspecified)
-0.4%,10.4,COc1ccc(-c2[nH]ncc2CN2CCSCC2)c(OC)c1

The whole of this part (from the top)
Lipid storage S3,Lipid storage S3 cell count max,Structure
7.8%,0.6,N/C(=N\OC(=O)CCCOc1ccc(Cl)cc1Cl)c1ccncc1
u,x,O=C1Cn2c(nc3ccccc32)N1c1ccccc1F
u,x,c1cc2ccc3ccc(-n4cnnn4)c4ccc(c1)c2c34
20.5%,x,COc1ccc([C@@H]2[C@@H]3C(=O)N(C(C)(C)C)C(=O)[C@@H]3[C@]3(Cc4ccccc4)C(=O)N(c4cccc(Cl)c4)C(=O)N23)cc1
14.0%,-15.2,Cc1csc(NC(=O)C(C)N2C(=O)c3ccccc3S2(=O)=O)n1 (stereo unspecified)
-0.4%,10.4,COc1ccc(-c2[nH]ncc2CN2CCSCC2)c(OC)c1
i,x,CCc1nc2nc(C)c(NS(=O)(=O)c3ccc(Br)s3)c(=O)n2[nH]1
3.7%,-5.7,COc1ccc(CCN=C(NS(=O)(=O)c2ccccc2)c2ccccc2)cc1OC
u,x,NC(=S)N=Nc1c(O)n(Cc2ccc(Br)cc2)c2ccccc12
u,x,CSc1nnc(NC(=O)c2nc(S(=O)(=O)Cc3ccccc3)ncc2Cl)s1
u,x,COc1ccc(NC(=O)COC(=O)CN2C(=O)c3ccccc3C2=O)cc1
u,x,CC(=O)Nc1ccc(S(=O)(=O)Nc2cc(C)ccn2)cc1
-9.4%,-12.2,COC(=O)c1sc(NC(=O)c2c(C)noc2C)nc1C
8.8%,0.5,CCN1CCN(CC(=O)c2c[nH]c3ccccc23)CC1
u,x,COc1ccc([N+](=O)[O-])cc1Nc1c2ccccc2nc2ccccc12
u,x,O=c1[nH]c(C(F)(F)F)nc2c1nnn2Cc1ccccc1F
-7.7%,-0.6,C/C(=N\NC(=O)c1cc(C)nc2ccccc12)c1cccc(Cl)c1
i,-5.1,CCOc1ccc(-c2cccc(NS(=O)(=O)c3ccccc3[N+](=O)[O-])c2)nn1
u,x,CCN(CC)S(=O)(=O)c1ccc(NS(=O)(=O)c2ccc(O)c([N+](=O)[O-])c2)cc1
u,x,CCCNCc1nnc(-c2ccccc2Cl)o1
u,x,COc1cccc(N2CC(NC(=O)c3cccc4ccccc34)CC2=O)c1 (stereo unspecified)
u,x,COC(=O)c1cccc(NC(=O)CSc2nnc(C)n2Cc2ccccc2)c1
9.6%,0.2,COc1ccc(NC(=O)CCC(=O)OCC(=O)c2ccc(Oc3ccc([N+](=O)[O-])cc3)cc2)cc1
i,x,COc1ccc(OC)c(CNC(=O)CCSCc2ccc(F)cc2Cl)c1
u,x,CC/C(=N\NC(=O)Nc1nonc1N)c1ccc(OC)c(OC)c1
u,x,O=C(Nc1ccc(Br)cc1)c1cccn1-c1ncc(C(F)(F)F)cc1Cl
-13.3%,-2.6,CC(C)N(Cc1nccn1C)C(=O)CC1C(=O)NCCN1Cc1ccc(F)c(F)c1 (stereo unspecified)
u,x,CN/N=C(\Cc1nc2ccccc2[nH]1)c1ccc([N+](=O)[O-])cc1
-0.5%,1.9,CCOc1cc(-c2cc(N)n[nH]2)cc(OCC)c1OCC
i,2.9,COc1ccc(C(C[N+](=O)[O-])c2c(-c3ccccc3)cc3ccccn23)c(OC)c1 (stereo unspecified)
u,x,Brc1ccc2[nH]c3nc(SCCN4CCOCC4)nnc3c2c1
u,x,CCCCNC(=O)C1CCC(CNc2c(N3CCC(C)CC3)c(=O)c2=O)CC1 (stereo unspecified)
u,x,CC(C)=CCC(C)(C)C1OCCN1C(=O)Nc1ccccc1 (stereo unspecified)
u,x,COc1c(C(C)C)oc2cc3oc(=O)ccc3cc12
u,x,O=S(=O)(NCC1CCCO1)c1ccc(S(=O)(=O)N(Cc2ccc(F)cc2)Cc2ccccn2)cc1 (stereo unspecified)
u,x,Cc1ccc(C2(c3ccccc3)NC(=O)N(CC(=O)NCc3ccccc3)C2=O)cc1C (stereo unspecified)
u,x,CCOC(=O)C1=C(COC(=O)c2nc(Cl)ccc2Cl)NC(=O)NC1C (stereo unspecified)
u,x,CC(=O)Nc1nc2ccc(Br)cc2s1
u,x,COc1ccc2oc(C(=O)OCC(=O)NC3CCCCC3)c(C)c2c1
u,x,Cc1ccc(S(=O)(=O)N2CCC(C(=O)N3CCC[C@H]3C(=O)NCC(C)C)CC2)cc1
u,x,CC(=O)Oc1ccc(N2C(=O)CC(N3CCOCC3)C2=O)cc1 (stereo unspecified)
-14.9%,x,O=C(CCl)N(Cc1cccc([N+](=O)[O-])c1)c1cccc(Cl)c1
u,x,CCN(CC)S(=O)(=O)c1cccc(C(=O)NC(Cc2c[nH]c3ccccc23)c2nnc3n2CCC3)c1 (stereo unspecified)
u,x,CCC(=O)NCCc1nc2cc(NC(=O)c3ccco3)ccc2n1C
u,x,CN(CC(=O)Nc1ccc(F)c(F)c1F)C(=O)c1ccc2c(c1)S(=O)(=O)N=C1CCCCCN12
u,x,CCN(CC)C(=O)CSc1ncnc2sc(C)c(C)c12
i,9.9,CSc1nc(C)cc(Oc2ccccc2)n1
u,x,O=C(NCCc1cccc(F)c1)C1CCC(=O)N(CCCc2ccccc2)C1 (stereo unspecified)
-24.3%,2.9,CCOCCCNC(=O)c1cn(C)c2ccc(S(=O)(=O)N(C)C3CCCCC3)cc2c1=O
-11.9%,-1.7,N#Cc1cnn2c1nc(N1CCCCC1)c1ccccc12
u,x,O=[N+]([O-])c1ccc(CN2CCSCC2)cc1
u,x,Cc1ccc(C)c(-c2nc3cc(N)ccc3o2)c1
u,x,COc1ccccc1/C=N/NC(=O)c1nnn(-c2nonc2N)c1CN(C)c1ccccc1
i,-15.5,O=C1OCCC1Sc1nc2ccccc2s1 (stereo unspecified)
u,x,O=C(NCC1CCCO1)c1cc2c([nH]c3ccccc32)c(-c2cccc(Cl)c2)n1 (stereo unspecified)
-1.1%,0.6,CCC(=O)NC(Nc1c(C)n(C)n(-c2ccccc2)c1=O)C(Cl)(Cl)Cl (stereo unspecified)
5.3%,25.5,CCOC(=O)C1Sc2ccccc2NC1=O (stereo unspecified)
u,x,CC(C)CC(=O)N1CCN(S(C)(=O)=O)CC1
u,x,CCOc1ccc(CC(=O)Nc2sc(Cc3ccccc3)cc2C(N)=O)cc1OCC
-0.6%,-0.1,O=Cc1cn(CC(=O)N2CCCc3ccccc32)c2ccccc12

Reformatted with values under each structure: entries from further up
Second line of a record – Lipid storage S3, Lipid storage S3 cell count max
O=C(NCCc1cccc(F)c1)C1CCC(=O)N(CCCc2ccccc2)C1 (stereo unspecified)
→ u, x
CCOCCCNC(=O)c1cn(C)c2ccc(S(=O)(=O)N(C)C3CCCCC3)cc2c1=O
→ -24.3%, 2.9
N#Cc1cnn2c1nc(N1CCCCC1)c1ccccc12
→ -11.9%, -1.7
O=[N+]([O-])c1ccc(CN2CCSCC2)cc1
→ u, x
Cc1ccc(C)c(-c2nc3cc(N)ccc3o2)c1
→ u, x
COc1ccccc1/C=N/NC(=O)c1nnn(-c2nonc2N)c1CN(C)c1ccccc1
→ u, x

More results
Lipid storage S3,Lipid storage S3 cell count max,Structure
9.5%,13.3,COc1cc(CN2CCC(N3CCC(C(=O)N4CCCC4)CC3)CC2)cc2c1OCO2
-22.6%,-2.0,COc1ccc(-n2c(Cc3cccn3C)nnc2SCC(=O)NC2CCCCC2)cc1
u,x,CCOc1cc(/C=N/NC(N)=O)cc(Br)c1OCc1ccccc1F
0.6%,5.1,Cc1ccccc1NC(=O)Cn1c(=O)n(Cc2ccccc2)c(=O)c2c(C)c(C)sc21
u,x,COC(=O)CC1C(=O)NCCN1C(=O)CSc1nnc(Nc2ccc(C)cc2)s1 (stereo unspecified)
-11.4%,11.1,CC(C)CN(C(=O)COc1cccc(-n2cnnn2)c1)C1CCS(=O)(=O)C1 (stereo unspecified)
u,x,Brc1ccc(OCCOc2cccc3cccnc23)cc1
u,x,Cn1c(=O)c(C(=O)CN2CC(=O)Nc3ccccc32)c(N)n(Cc2ccccc2)c1=O
u,x,O=P(O)(C(O)c1ccccc1)C(O)c1ccccc1 (stereo unspecified)
u,x,Cc1ccc(S(=O)(=O)Nc2cccc(S(=O)(=O)N3CCCC3)c2)cc1C
u,x,CCCCn1nc2cc(C(=O)NC3CCc4ccccc43)ccc2c1OCC (stereo unspecified)
11.1%,19.5,CCOC(=O)C1(Cc2cccc(Cl)c2)CCCN(C(=O)CCOC)C1 (stereo unspecified)
-3.5%,-12.0,Cc1cc(C)c2nc(-c3ccccn3)cc(C(=O)Nc3ccc(S(=O)(=O)Nc4onc(C)c4C)cc3)c2c1
u,x,Cc1cccc(OCCNC(=O)CSc2ccc(C(F)(F)F)cc2[N+](=O)[O-])c1
2.6%,2.8,Cc1ccccc1-c1noc(-c2ccccc2C(=O)NCC2CCCO2)n1 (stereo unspecified)
u,x,CC(C(=O)N1CCCC1)N1CCN(S(=O)(=O)c2ccc(OC(F)(F)F)cc2)CC1 (stereo unspecified)
-12.9%,-8.2,Cc1ccc(NC(=O)Cn2nc(-c3ccccc3)nc2-c2ccccc2)c(C)c1
i,10.3,CC(C)NC(=O)C(C)N1CCN(S(=O)(=O)c2ccc3ccccc3c2)CC1 (stereo unspecified)
u,x,COC(=O)c1c(C)[nH]c(C(=O)CC#N)c1C
-8.5%,-12.3,CC(NS(=O)(=O)c1ccccc1)C(=O)Nc1ccc(S(N)(=O)=O)cc1 (stereo unspecified)
i,1.0,O=C1N=C(N2CCCCC2)S/C1=C\c1ccc(Br)cc1
u,x,COc1ccc(-c2ccc(NC(=O)c3ccc(Br)o3)cc2)nn1
1.0%,6.7,CCOc1ccc(NC2OCC(O)C(O)C2O)c([N+](=O)[O-])c1 (stereo unspecified)
i,-6.7,N#Cc1ccsc1NC(=O)CSc1ncn[nH]1
u,x,C/C(=N\NC(=S)NCCc1ccccc1)c1ccc(Cl)cc1
u,x,CCn1cc(CN2CCCC(CNC(=O)COc3ccccc3OC)C2)c(C)n1 (stereo unspecified)
u,x,COCCNC(=S)N1CCN(c2cccc(C(F)(F)F)c2)CC1
4.3%,13.4,O=C(NCc1cccs1)C1CCN(S(=O)(=O)c2cccs2)CC1
u,x,Cc1cc(OCc2cc(C(=O)N(C)Cc3nonc3C)no2)cc(C)c1Cl
17.2%,11.6,O=c1cc(O)c2sc(Nc3ccc(Cl)c(F)c3)nc2[nH]1
1.5%,14.4,CC(NC(=O)c1ccccc1)C(=O)N/N=C/c1ccccc1 (stereo unspecified)
0.058µM*,-2.9*,COc1cc(NC(=O)CCc2c(C)[nH]c(=O)c(C#N)c2C)cc(OC)c1
-8.5%,-2.8,COc1cc2c(C(=O)O)c(C)n(-c3ccccc3)c2c2ccccc12
-3.5%,8.2,CSc1ccc(/C=C/C(=O)Nc2ccccc2)cc1
u,x,CN(Cc1ccccc1)C(=O)c1[nH]cnc1C(=O)Nc1ccccc1
0.1%,-2.4,CN1/C(=C\C(=O)CSc2nncn2C)C(C)(C)c2ccccc21
u,x,O=S(=O)(NCC(c1ccco1)N1CCOCC1)c1ccc(Cl)cc1 (stereo unspecified)
u,x,CCN1C(=O)/C(=C2\C=Cc3ccccc3N2CC)SC1=S
u,x,Cc1cccc(C)c1OCC(O)CN1CCC(CN2C(=O)c3cccc4cccc(c34)C2=O)CC1 (stereo unspecified)
i,5.9,Cc1ccc(NC(=O)CS(=O)CC(=O)N(c2ccccc2F)C(C)C(=O)NC2CCCC2)cc1 (stereo unspecified)
u,x,O=C(O)c1ccc(N2CCc3ccccc32)c([N+](=O)[O-])c1
u,x,Cc1ccc(S(=O)(=O)N2CCOCC2)cc1C(=O)OCc1nnc(-c2ccccc2)o1
u,x,O=[N+]([O-])c1ccccc1CN1CCN(Cc2c[nH]c3ccccc23)CC1
4.8%,7.4,COc1ccc(C(=O)Nc2nc(C)cc(C)n2)cc1
u,x,CCOC(=O)C1(CCOc2ccccc2)CCN(Cc2ccc(OC)c(COC)c2)CC1
u,x,Cc1cc(NC(=O)Nc2cc(C)nn2-c2ccccc2)n(-c2ccccc2)n1
u,x,S=C(NCCN1CCOCC1)N/N=C/c1ccccc1
u,x,Cc1ccccc1OCCSc1nnc(-c2ccncc2)n1C
12.2%,9.1,COc1ccccc1NC(=O)c1cc(C(=O)Nc2ccccc2OC)cc([N+](=O)[O-])c1
u,x,Cc1csc(SCC(=O)Nc2ccccc2C)n1
8.7%,2.6,O=C(c1noc2c1CCCC2)N1CCOCC1
17.9%,x,O=C(CC1CCS(=O)(=O)C1)Nc1ccc[nH]c1=O (stereo unspecified)
u,x,CC(=O)Oc1ccc(N2C(=O)c3cccc4c([N+](=O)[O-])ccc(c34)C2=O)cc1

This is a subset; the hit share may differ from the screen's.
